# S2 tox = cell viability loss in ATXN counter-screen; Potency, µM (series often up to 56.7 µM), hits mostly cytotoxic; S2 cells (HEK-293 line with an ATXN2-luciferase reporter) viability, CellTiter-Fluor protease fluorescence, 24 h; hit rate 0.49% among 400,000; further: potency means the concentration at half of the fitted maximal effect; nearly all actives have a fitted effect of over 40% in size
# CCT chaperon mod = cytosolic chaperonin activity modulation; purified chaperonin ATPase assay, HTRF ADP detection, 30 min; activity change, % (concentration not given with the values), hits read low; hit rate 0.3% among 360,000; in the data active means activity change below about -30%; further: on the % scale 0 is the no-effect control and ±100 the full control effect
#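 ATPase activity: ADP formed was measured by HTRF Transcreener (665/615 nm ratio) after 30 min at 37 deg C with 10 uM ATP. Compounds screened at one 76 uM concentration against 40 or 20 nM TRiC in Tris pH 7.4/KCl/MgCl2/DTT buffer.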
# Nrf2 ARE act = activators of Nrf2 (ARE) signaling; AREc32 ARE-luciferase reporter (MCF7-derived line), luminescence, 24 h; Potency, µM (titrated, usually from 46.1 µM), inactives show top-dose activation, actives largely listed as activators; hit rate 0.31% among 410,000; AID 624171; further: potency means the concentration at half of the fitted maximal effect; % of control where 0% means no effect; nearly all actives have a fitted effect of over 65% in size
#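 Reporter line AREc32 (ARE-Fluc), seeded overnight in OPTI-MEM with 5% FBS; compound pin-transferred, 24 hr at 37 deg C, 5% CO2; luminescent read-out.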
# Nrf2 inh = Nrf2 pathway inhibition. A549 ARE-Fluc reporter, luciferase luminescence, 18-24 h. Potency, µM (series often up to 46 µM), inactives show top-dose activity change, negative = inhibition, actives largely listed as inhibitors. hit rate 2.1% among 360,000. AID 504444; further: potency means the concentration at half of the fitted maximal effect; on the % scale 0 is the no-effect control and ±100 the full control effect; nearly all actives have a fitted effect of over 60% in size
#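 Reporter: ARE-Fluc in A549. Exposure: 18-24 h, 37 °C, 5% CO2, 5% FBS OPTI-MEM. Readouts: fluorescent cytotoxicity (CellTiter-Fluor), then luminescent Nrf2 signal after BugLite.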
# pAkt inh = blocks phosphorylation of Akt | activity change, % for hits at 50 µM | Neuro2A IGF-stimulated pAkt S473 HTRF, 20 min; hits give low values | hit rate 0.32% among 360,000 | AID 651550; in the data active means activity change below about -80%; inconclusive means mostly about -51% to -80%; further: on the % scale 0 is the no-effect control and ±100 the full control effect
#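 Neuro2A cells (4,500/well, DMEM with 0.5% FBS) were treated with compound at a single 50 µM final concentration, stimulated with 6 nM IGF for 20 min at 37 °C, and lysed. Phospho-Akt Ser473 was read by HTRF as 665/615 ratio ×10^4.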
# HepG2 viability = counter-screen for TGF-b inhibitors: cytotoxicity in HepG2 cells; HepG2 CAGA-GFP viability, ATP luminescence, 18 h; hit rate 0.76% among 410,000; Potency, µM (highest dose often 46.1 µM), for inactives: at the top dose activity change, negative = cytotoxicity, usual class: cytotoxic; AID 588856; further: potency means the concentration at half of the fitted maximal effect; some results filed as inactive show a strong effect at the top dose
#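 CellTiter-Glo luminescence gave cytotoxicity after 18 hours at 37 degrees C. The cells were HepG2 CAGA-GFP in 1% FBS DMEM, stimulated with 500 pg/mL TGF-beta after compound addition. %Activity was normalised to no-cell wells (complete cell-killing) and DMSO (no toxicity), and curves were fitted and classified.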
# Mm-Cpn inhibitor = M. maripaludis TRiC chaperonin inhibition | purified Mm-Cpn ATPase, ADP Transcreener TR-FRET | Potency, µM (series often up to 76.9 µM), without a hit: at the top dose activity, negative = inhibition, hits mostly inhibitors | hit rate 0.031% among 330,000 | AID 504842; further: potency means the concentration at half of the fitted maximal effect; on the % scale 0 is the no-effect control and ±100 the full control effect; nearly all actives have a fitted effect of over 80% in size
#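 Compound-treated chaperonin, 25 nM final, turns over 10 uM ATP at 37°C for 30 min following a 10 min preincubation; ADP generated competes with ADP-d2 for Eu-cryptate antibody, lowering FRET.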
# TGFb SMAD3 inh = TGF-b pathway inhibition. HepG2 CAGA-GFP TGF-b/SMAD3 reporter, GFP fluorescence, 18 h; TGF-beta stimulated, 500 pg/mL final. Potency, µM (titrated, usually from 46.1 µM), without a hit: at the top dose activity, negative = inhibition, actives largely listed as inhibitors. hit rate 1.2% among 410,000. AID 588855; further: potency means the concentration at half of the fitted maximal effect; on the % scale 0 is the no-effect control and ±100 the full control effect; nearly all actives have a fitted effect of over 65% in size
#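 HEPG2 CAGA-GFP, 1000 cells/well; 2 h settle, 37 C; cpd via pin tool; TGF-b 500 pg/mL final; 18 h, 37 C; GFP imaging ex488/em500-530; %Activity normalised to -TGF-b and +DMSO controls; CRC fit, curve class.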
# A549 tox = counter-screen for Nrf2 inhibitors: cytotoxicity in A549 cells; A549 ARE-Fluc cells, CellTiter-Fluor viability, 18-24 h; Potency, µM (titrated, usually from 46 µM), without a hit: at the highest dose activity change, negative = cytotoxicity, actives largely listed as inhibitors; hit rate 0.16% among 390,000; AID 504648; further: potency means the concentration at half of the fitted maximal effect; on the % scale 0 is the no-effect control and ±100 the full control effect
#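 A549 ARE_Fluc cells in 5% FBS OPTI-MEM were exposed to compounds in concentration-response for 18-24 h at 37 deg C. Viability was read by CellTiter-Fluor fluorescence (Ex 405/Em 525) after 30 min, before the luciferase read.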
# * = called active by the depositor; i = inactive; ? = inconclusive; nt = not tested or not shown; & = joins results of further samples; [ ] = dose if it differs, or a comment. Unless noted, the call rests on the fitted dose curve; in most records, active means well fitted curve in the direction sought with a large enough effect; inconclusive means small, poorly fitted or top-dose-only effect, or another doubt; inactive means no such curve, though single readings can be large; an effect the other way counts as inactive or inconclusive.
SMILES,S2 tox,CCT chaperon mod,Nrf2 ARE act,Nrf2 inh,pAkt inh,HepG2 viability,Mm-Cpn inhibitor,TGFb SMAD3 inh,A549 tox
Cc1nnc(SCC(=O)NCC2CCCCC2)n(N)c1=O,i,-7.0,-0.2%,-20%,i,0%,-1%,?,-10%
O=C(COC(=O)CN1C(=O)c2ccccc2C1=O)NC1CCCC1,i,-7.6,-0.8%,-3%,i,11%,-4%,4%,-3%
COc1ccc(-c2nc3scc(CCNS(=O)(=O)c4ccc(F)c(C(F)(F)F)c4)n3n2)cc1OC,nt,nt,0.0%,nt,nt,-19%,nt,-16%,-11%
COc1cccc(NC(=O)COC(=O)c2cc(S(=O)(=O)N3CCOCC3)ccc2C)c1,i,0.3,-0.1%,-2%,i,1%,3%,-8%,-4%
CCCNC(=O)Nc1cccc(NC(C)=O)c1,i,0.5,-0.3%,-3%,i,7%,-2%,4%,1%
Cc1ccc(S(=O)(=O)N2CCN(C(=O)CCn3cncn3)CC2)cc1,i,-1.0,-0.1%,-4%,i,2%,-1%,2%,-3%
O=C1CC(NS(=O)(=O)c2ccc([N+](=O)[O-])cc2)CN1c1cccc(F)c1 (configuration not stated),i,-4.7,0.2%,-7%,i,-17%,0%,-2%,1%
CCOc1c(Cl)cc(/C=N/O)cc1OC,i,1.7,-0.6%,nt,i,14%,3%,8%,12%
O=C(OCCc1cc2ccccc2c(=O)o1)c1cccc(Br)c1,i,0.6,-0.8%,0%,i,7%,5%,7%,0%
COc1ccccc1OCc1ccc(C(=O)NCC(C)C)o1,i,-0.8,0.1%,-3%,i,-4%,-1%,-5%,6%
O=C(c1cc2c(s1)CCCC2)N1CCN(Cc2ccc3c(c2)OCO3)CC1,i,2.0,-0.1%,-23%,i,2%,1%,-40%,0%
CC1CCCCC12NC(=O)N(CC(=O)c1ccc[nH]1)C2=O (configuration not stated),i,0.9,-0.1%,7%,i,-6%,-1%,-3%,14%
Cc1ccccc1Cc1c(C)nc2c(C(=O)N3CCN(Cc4ccc5c(c4)OCO5)CC3)cnn2c1C,i,-3.3,0.2%,?,i,-14%,nt,-14%,-10%
O=C(/C=C/c1ccccc1)NC(=S)N1CCSCC1,i,-1.4,0.4%,-5%,i,1%,-1%,0%,2%
COC(=O)c1ccc(CNC(=O)CN2C(=O)NC(Cc3ccccc3)(c3ccccc3)C2=O)cc1 (configuration not stated),?,0.8,0.4%,nt,i,-29%,nt,-11%,nt
CCCC(=O)Nc1nc2ccc(S(=O)(=O)N3CCCCC3)cc2s1,?,0.7,-1.1%,15%,i,-8%,1%,-33%,-6%
O=c1[nH]c(Cc2ccc(F)cc2)nc2scc(-c3ccc(F)cc3)c12,i,-2.5,-0.4%[9.22 µM],-3%,i,-1%,-18%,?,6%
CCOC(=O)c1[nH]c2ccc(OC)cc2c1NC(=S)N1CCN(c2ccccc2)CC1,i,1.0,4.8%,?,i,7%,?,?,-5%
Cc1cccc(-c2nnc3n2N=C(c2ccccc2Br)CS3)c1,i,-9.2,3.1%,?,i,-32%,0%,?,-9%
CCOc1ccc(CNC(=O)Cn2c(=O)c3cccn3c3ccc(F)cc32)cc1,nt,nt,-1.1%,27%,nt,1%,nt,4%,13%
CC1CCN(C(=O)CSC2=NS(=O)(=O)c3cc(F)ccc3N2)CC1,i,-4.3,0.3%,2%,i,-3%,0%,-7%,-6%
O=C(Cn1cnc2c(oc3ccccc32)c1=O)NCc1ccco1,i,0.2,14%,9%,i,4%,1%,-1%,-6%
CC(=O)NC(Cc1ccc(F)c(F)c1)C(=O)NC1CCN(C(=O)c2ccc(Cl)cc2)CC1 (configuration not stated),i,-3.1,-0.6%,-24%,i,1%,-2%,0%,0%
CC(=O)N1CCOc2cc(S(=O)(=O)NC(C)c3ccccc3)c(Cl)cc21 (configuration not stated),i,-1.5,-0.4%&2.7%,?,i,-7%&-16%,-1%,2%&5%,16%&2%
CCOC(=O)c1c(NC(=O)c2cc3nc(-c4ccc(OC)cc4)cc(C(F)(F)F)n3n2)sc2c1CCC(C)C2 (configuration not stated),nt,nt,-0.6%,nt,nt,1%,nt,45%[activator],-9%
CC(OC(=O)c1cccc(-n2cnnn2)c1)C(=O)N(C)c1ccccc1 (configuration not stated),i,-0.6,-0.2%,-17%,i,-13%,3%,-9%,1%
Cc1ccc2cc(C3CC(c4ccco4)=NN3C(=O)CCCC(=O)O)c(Cl)nc2c1 (configuration not stated),i,0.5,-1.4%,4%,i,24%,0%,15%,5%
CCOC(=O)Cn1c(=NC(=O)c2cc(-c3cccs3)nc3ccccc23)sc2cc(S(N)(=O)=O)ccc21,i,-6.9,3.2%,?,i,-9%,?,10%,-9%
O=C(COc1ccccc1Cl)Nc1cc(Cl)ccc1O,i,0.0,?,-5%,i,-63%,-4%,?,1%
Cc1ccccc1CSc1nc2ccsc2c(=O)n1CCC(C)C,nt,nt,-1.1%,nt,nt,5%,nt,0%,4%
CN(Cc1cccc(F)c1)C(=O)CSc1nnc(C2CC2)n1C1CC1,i,-0.9,-0.4%,-6%,i,-13%,-17%,14%,1%
CCCN1C(=O)C2(c3ccccc31)c1c(oc3ccc(F)cc3c1=O)C(=O)N2CCCOC(C)C (configuration not stated),i,nt,0.2%,-22%,nt,1%,nt,-9%,4%
COc1ccc(OC)c(NC(=S)NC(=O)c2ccc(Br)o2)c1,i,-4.3,9.0%,-17%,i,1%,0%,3%,-12%
CC(=O)Nc1nnc(Cc2ccccc2)s1,i,-1.4,-0.5%,-11%,i,4%,-1%,-12%,-2%
CCOC(=O)c1ccc(S(=O)(=O)Nc2ccccc2-c2nnn(CC)n2)cc1,i,0.6,0.4%,1%,i,1%,0%,-5%,1%
COCc1c(C(=O)Nc2ccc(C)c(S(=O)(=O)N3CCOCC3)c2)oc2ccccc12,i,-5.2,5.6%,-16%,i,-6%,nt,?,-1%
O=C(N/N=C/c1cccnc1)c1sc2ccccc2c1Cl,i,-0.5,2.2%,0%,i,3%,1%,-16%,-1%
CCCCN1C(=O)N(c2nnc(C(C)(C)C)s2)C(O)C1c1ccc(C)cc1 (configuration not stated),i,0.0,6.5%,-16%,i,-9%,-2%,?,-8%
CC(C)n1nnnc1SCC(=O)N1CCN(C(=O)c2ccco2)CC1,i,0.5,-0.4%,15%,i,-4%,2%,17%,1%
N=C1C(c2nc3ccccc3s2)=C(O)CN1CCCO,i,-2.1,2.0%,2%,i,7%,2%,4%,-3%
O=C1/C(=C/c2ccc(O)c(O)c2)Oc2cc(O)ccc21,i,-0.2,24%,-12%,i,0%,-10%,45%[activator],-26%
C=C(CN(C)C)C(=O)c1ccc(C)cc1C,?,-0.8,?,-21%,i,-105%,nt,?,-12%
CC(C)NC(=O)Cn1cc(S(=O)(=O)N2CCCC2)c(S(=O)(=O)N2CCCC2)c1,i,-0.8,0.2%,13%,i,-8%,-3%,-9%,-11%
Cc1cc(NC(=O)/C(C#N)=C/c2ccc(-c3cccc(C(F)(F)F)c3)o2)n(-c2ccccc2)n1,?,1.0,3.5%[9.22 µM],-22%,i,-39%,0%,?,-7%
COc1ccc(C)cc1NC(=O)c1cc(S(=O)(=O)N2CCN(c3cccc(C)c3C)CC2)ccc1F,i,nt,0.1%,nt,nt,-45%,nt,-2%,-2%
Cc1cn([C@H]2C[C@H](O)[C@@H](/C=C/C(=O)NCCN3CCCCC3)O2)c(=O)[nH]c1=O,i,1.2,-1.1%,nt,i,3%,nt,-7%,nt
CCC(=O)N1CCc2cc(Br)cc(S(=O)(=O)CCC(=O)N3CCN(c4cc(C)ccc4C)CC3)c21,i,nt,-0.9%,-1%[9.27 µM],nt,-28%,nt,4%,0%
Cc1nnc(SCCn2c(N3CCN(C)CC3)nc3c2c(=O)n(C)c(=O)n3C)s1,i,-3.3,-0.6%,-5%,i,-12%,-1%,-6%,12%
Cc1cc(NC(=O)c2ccc(Cl)cc2)c(C)cc1O,i,-0.1,2.4%,?,i,-11%,-8%,1%,0%
CCCS(=O)(=O)N1CCC(C(=O)NCc2ccco2)CC1,?,0.7,-0.5%,-1%,i,3%,0%,0%,-6%
CN(C(=O)c1cnccn1)c1c(N)n(Cc2ccccc2)c(=O)[nH]c1=O,i,-0.1,-0.1%,3%,i,9%,1%,-2%,-5%
COc1ccc(S(=O)(=O)NNC(=S)NCCc2ccccc2)c(OC)c1,i,-2.0,-0.4%,1%,i,4%,-1%,5%,0%
CCCCCNC(=O)CCn1c(=O)oc2ccccc21,i,-1.4,-0.6%,2%,i,-5%,-1%,4%,4%
CCOC(=O)N1CCN(CC(O)COc2ccccc2C(C)CC)CC1 (configuration not stated),?,-0.1,0.3%,nt,i,6%,2%,-1%,-5%
Cc1ccc(-n2ncc3c(=O)n(CC(N)=O)cnc32)cc1C,?,-2.2,5.2%,?,i,0%,-2%,-15%,-2%
Nc1nnc(SCC(=O)Nc2ccc(N3CCOCC3)cc2)s1,i,-1.5,0.3%,28%,i,9%,2%,-17%,0%
Cc1ccc(NC(=O)CSCn2nnc3c(=O)[nH]c(Cc4ccc(F)cc4)nc32)c(C)c1,i,nt,0.1%,8%,nt,-2%,nt,25%,3%

# Shown with tabs: two of the compounds above.
Compound	S2 tox	CCT chaperon mod	Nrf2 ARE act	Nrf2 inh	pAkt inh	HepG2 viability	Mm-Cpn inhibitor	TGFb SMAD3 inh	A549 tox
CCOC(=O)N1CCN(CC(O)COc2ccccc2C(C)CC)CC1 (configuration not stated)	?	-0.1	0.3%	nt	i	6%	2%	-1%	-5%
Cc1ccc(-n2ncc3c(=O)n(CC(N)=O)cnc32)cc1C	?	-2.2	5.2%	?	i	0%	-2%	-15%	-2%

# Compound activity from PubChem.
